PvdQ acylase: blocks Pseudomonas aeruginosa PvdQ acylase activity; AID 488965; purified PvdQ acylase, fluorescence plate reader; inhibition, % at 10 µM; 340,000 tested, 0.063% active; in the data active = inhibition above about 30%, passing the limit was not always enough;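 also: 0% = vehicle neutral wells and 100% = reference inhibitor wells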
E coli growth: bacterial growth inhibition, counter-screen for AddAB inhibitors | AID 449728 | 330,000 tested, 0.27% active | E. coli V3065 growth, OD600 absorbance, 18 h | inhibition, % at 11.9 µM;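 active = inhibition above the campaign's mean inhibition across all tested compounds plus 3 SD, cut at about 9.9% in these data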;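 also: uninfected addAB+ strain grown without phage in ampicillin broth; 0% = DMSO wells and 100% = ciprofloxacin 0.95 µg/ml wells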
phage Ecoli inh: E. coli growth loss with phage present. AID 651602. 360,000 tested, 0.26% active. inhibition, % at 11.9 µM. growth absorbance; in the data active = inhibition above about 11%
PfHsp90 yeast 2: inhibits growth of yeast expressing Plasmodium falciparum Hsp90; S. cerevisiae expressing PfHsp90, BacTiter-Glo ATP, 48 h; yeast lacking PDR1 and PDR3 efflux regulators; inhibition, % at 9.4 µM; 310,000 tested, 0.32% active; AID 504621;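 active = every replicate shows inhibition above about 80%, whatever the replicate mean, limit read from the data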;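 also: 0% = DMSO neutral controls and 100% = 20 µM radicicol positive controls; yeast relying on Plasmodium falciparum Hsp90 in place of its own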
Rtt109 HAT inh: blocks Candida albicans Rtt109/Vps75 acetyltransferase activity. Q5AAJ8. purified Rtt109/Vps75, ThioGlo CoA-SH fluorescence, 4 h. inhibition, % at 34.9 µM. 330,000 tested, 0.16% active;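 active = inhibition of at least 50% in every replicate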
Target sequence (Q5AAJ8 whole entry, looked up): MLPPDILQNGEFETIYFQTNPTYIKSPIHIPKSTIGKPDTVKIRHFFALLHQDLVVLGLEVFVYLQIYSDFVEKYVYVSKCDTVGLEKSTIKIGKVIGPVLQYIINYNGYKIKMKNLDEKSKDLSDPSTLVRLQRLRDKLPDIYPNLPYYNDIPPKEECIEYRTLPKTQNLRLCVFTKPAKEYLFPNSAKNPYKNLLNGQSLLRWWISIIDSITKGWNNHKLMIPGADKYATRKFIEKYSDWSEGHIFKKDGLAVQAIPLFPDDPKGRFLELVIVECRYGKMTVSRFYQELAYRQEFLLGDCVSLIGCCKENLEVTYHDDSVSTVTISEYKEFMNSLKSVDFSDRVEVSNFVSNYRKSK
AddAB inh: less growth of phage-infected E. coli with AddAB; 330,000 tested, 0.29% active; E. coli expressing H. pylori AddAB, absorbance growth; inhibition, % at 11.9 µM; in the data active = inhibition above about 12%;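 also: 0% = vehicle wells of infected cells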
Tat transport: blocks Tat-dependent protein export in E. coli; 340,000 tested, 0.036% active; E. coli MC4100 TorA-mCherry Tat export, fluorescence; inhibition, % at 10 µM;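 active = mean replicate inhibition at least 50% and at least half of replicates individually reaching 50%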;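 also: exported cargo escapes ClpAP degradation while cytoplasmic cargo is degraded and loses fluorescence; 0% = median of neutral control wells and 100% = median of NaSCN control wells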
Wnt act: activates Wnt/beta-catenin signaling in a reporter cell assay. activator, plate reader. activation, % at 9.35 µM. 300,000 tested, 1.2% active; in the data active = activation above about 30%, passing the limit was not always enough;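 also: 0% = neutral control wells and 100% = positive control wells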
CAL PDZ inh: inhibitors of human CAL PDZ peptide binding | Q9HD26 | purified CAL PDZ, TMR-peptide fluorescence polarization, 1 h | inhibition, % at 20 µM | 330,000 tested, 0.02% active | AID 504414;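 active = highest replicate inhibition of at least 40%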;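 also: plate controls were DMSO neutral control wells for no effect and unlabeled competitor peptide control wells for full effect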
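Test system: purified CerCALP PDZ construct; Compound dosing: one concentration, 20 µM compound; Also added: TMR-labelled reporter peptide T*-PRC34 bound in PDZ groove; Read-out: inhibition from polarization loss; Controls: unlabelled peptide and DMSO controls; Signal: FP readout, S and P plane fluorescence; Incubation: 1 h at RT.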
DAGLB inhibitor: blocks human DAGLB lipase activity; AID 504411; 340,000 tested, 0.059% active; inhibition, % at 5.17 µM; HEK293T DAGLB membrane lysate, EnzChek fluorogenic substrate; Q8NCG7; in the data active = inhibition above about 34%;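 also: 0% = enzyme with vehicle and 100% = wells lacking enzyme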
Target sequence (Q8NCG7 whole entry, looked up): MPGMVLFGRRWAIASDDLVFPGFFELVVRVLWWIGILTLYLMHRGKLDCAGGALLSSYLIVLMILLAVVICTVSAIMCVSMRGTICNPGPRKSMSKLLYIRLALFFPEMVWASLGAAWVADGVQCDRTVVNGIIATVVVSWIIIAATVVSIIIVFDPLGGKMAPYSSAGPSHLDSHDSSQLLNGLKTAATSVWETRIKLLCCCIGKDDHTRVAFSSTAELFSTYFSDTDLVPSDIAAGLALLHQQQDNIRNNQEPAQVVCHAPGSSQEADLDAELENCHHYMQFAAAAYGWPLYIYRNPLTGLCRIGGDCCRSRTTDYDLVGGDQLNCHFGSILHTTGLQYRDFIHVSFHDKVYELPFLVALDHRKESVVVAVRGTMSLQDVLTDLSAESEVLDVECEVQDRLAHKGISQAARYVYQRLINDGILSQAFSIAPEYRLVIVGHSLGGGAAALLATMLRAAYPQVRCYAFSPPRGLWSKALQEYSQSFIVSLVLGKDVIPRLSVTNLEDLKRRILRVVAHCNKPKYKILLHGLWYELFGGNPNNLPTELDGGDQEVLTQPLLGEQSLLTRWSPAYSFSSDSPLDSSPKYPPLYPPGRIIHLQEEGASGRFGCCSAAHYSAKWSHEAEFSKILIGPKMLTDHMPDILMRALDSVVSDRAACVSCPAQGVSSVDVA
* = called active by the depositor.

How did CN(Cc1nc(-c2ccc(Cl)cc2)no1)C(=O)c1ccco1 do in these assays?
PvdQ acylase: 4; E coli growth: 1.0; phage Ecoli inh: 0.5; PfHsp90 yeast 2: -14; Rtt109 HAT inh: 18; AddAB inh: 3.7; Tat transport: -5; Wnt act: 0; CAL PDZ inh: -2.8; DAGLB inhibitor: -4

How did O=C(N/N=C/c1ccc2c(c1)OCO2)c1ccc(COCC(F)(F)C(F)F)cc1 do in these assays?
PvdQ acylase: -6; E coli growth: 2.1; PfHsp90 yeast 2: -5; Rtt109 HAT inh: -5; AddAB inh: 1.0; Tat transport: -7; CAL PDZ inh: -1.2; DAGLB inhibitor: -7

How did C/C(CCC12CC3CC(CC(C3)C1)C2)=N\NC(N)=S do in these assays?
PvdQ acylase: -12; E coli growth: 3.2; phage Ecoli inh: 0.5; PfHsp90 yeast 2: 10; Rtt109 HAT inh: -1; AddAB inh: 3.3; Tat transport: 3; CAL PDZ inh: -0.7; DAGLB inhibitor: 1

How did Cn1nc(N)nc1N1CCN(c2ccc(F)cc2)CC1 do in these assays?
PvdQ acylase: -14; E coli growth: -0.3; phage Ecoli inh: 4.7; PfHsp90 yeast 2: 7; Rtt109 HAT inh: -3; AddAB inh: 3.2; Tat transport: -3; Wnt act: -2; CAL PDZ inh: 0.1; DAGLB inhibitor: -2

What do the screens show for `COc1ccc(C(=O)C2CCCN(C(=O)CCc3ccccn3)C2)c(C)c1` (stereo not given)?
PvdQ acylase: -10; E coli growth: 1.2; phage Ecoli inh: 0.4; PfHsp90 yeast 2: 10; Rtt109 HAT inh: -5; AddAB inh: 1.3; Tat transport: -3; Wnt act: 0; CAL PDZ inh: -0.5; DAGLB inhibitor: -5

How did Cc1ccc(S(=O)(=O)N2[C@@H](c3ccc(F)cc3)C(C(=O)O)=CC[C@H]2c2ccc(C(C)C)cc2)cc1 do in these assays?
PvdQ acylase: -4; E coli growth: -1.2; phage Ecoli inh: 1.1; PfHsp90 yeast 2: -7; Rtt109 HAT inh: 15; AddAB inh: 3.3; Tat transport: 13; Wnt act: 0; CAL PDZ inh: 0.0; DAGLB inhibitor: 7

Results for CCN(CC)c1ccc(NC(=O)c2cnccn2)cc1S(=O)(=O)Nc1ccc(OC)cc1 ?
PvdQ acylase: -17; E coli growth: 1.2; phage Ecoli inh: 0.1; PfHsp90 yeast 2: 12; Rtt109 HAT inh: 3; AddAB inh: 1.2; Tat transport: 0; CAL PDZ inh: -0.5; DAGLB inhibitor: -2

What do the screens show for `O=C(O)/C=C\C(=O)Nc1ccc(N2CCN(c3cccc(Cl)c3)CC2)cc1`?
PvdQ acylase: 4; E coli growth: -0.2; phage Ecoli inh: 2.7; PfHsp90 yeast 2: 11; Rtt109 HAT inh: 1; AddAB inh: -0.3; Tat transport: -5; Wnt act: -3; CAL PDZ inh: 1.1; DAGLB inhibitor: 22

Results for O=C(Nc1nnc(-c2ccco2)o1)c1cccc(Cl)c1 ?
PvdQ acylase: -6; E coli growth: -0.5; phage Ecoli inh: -4.3; PfHsp90 yeast 2: -3; Rtt109 HAT inh: -2; AddAB inh: 15*; Tat transport: -6; Wnt act: -4; CAL PDZ inh: -2.1; DAGLB inhibitor: 0

What do the screens show for `O=C(O)c1cc(S(=O)(=O)N2CCOCC2)c(Sc2ccccn2)cc1Sc1ccccn1`?
PvdQ acylase: 10; phage Ecoli inh: 3.2; PfHsp90 yeast 2: 4; Rtt109 HAT inh: 3; Tat transport: -3; DAGLB inhibitor: -1

What do the screens show for `O=C(c1ccc(F)cc1Cl)N1CCN(CCc2ccccc2)CC1`?
PvdQ acylase: -1; E coli growth: -2.3; phage Ecoli inh: 0.9; PfHsp90 yeast 2: 4; Rtt109 HAT inh: -1; AddAB inh: 0.5; Tat transport: -2; Wnt act: 0; CAL PDZ inh: -0.3; DAGLB inhibitor: -3

How did Cc1ccc2nc(C)cc(N/N=C/c3ccc(F)cc3)c2c1 do in these assays?
PvdQ acylase: -4; E coli growth: 2.4; phage Ecoli inh: 3.8; PfHsp90 yeast 2: -35; AddAB inh: 4.6; Tat transport: -16; Wnt act: 0; CAL PDZ inh: 0.6; DAGLB inhibitor: -18

The last two compounds of the part before come first, to join the parts:
What do the screens show for `O=C(c1ccc(F)cc1Cl)N1CCN(CCc2ccccc2)CC1`?
PvdQ acylase: -1; E coli growth: -2.3; phage Ecoli inh: 0.9; PfHsp90 yeast 2: 4; Rtt109 HAT inh: -1; AddAB inh: 0.5; Tat transport: -2; Wnt act: 0; CAL PDZ inh: -0.3; DAGLB inhibitor: -3

How did Cc1ccc2nc(C)cc(N/N=C/c3ccc(F)cc3)c2c1 do in these assays?
PvdQ acylase: -4; E coli growth: 2.4; phage Ecoli inh: 3.8; PfHsp90 yeast 2: -35; AddAB inh: 4.6; Tat transport: -16; Wnt act: 0; CAL PDZ inh: 0.6; DAGLB inhibitor: -18

What do the screens show for `COc1ccc(N=C2C(=O)Nc3ccccc32)cc1`?
PvdQ acylase: -10; E coli growth: 1.7; phage Ecoli inh: -0.9; PfHsp90 yeast 2: 7; Rtt109 HAT inh: 0; AddAB inh: 2.6; Tat transport: -17; CAL PDZ inh: -2.8; DAGLB inhibitor: 4

How did Cc1nc(C(=O)N(C)C)nn1-c1ccc(Cl)cc1Cl do in these assays?
PvdQ acylase: 5; E coli growth: -1.6; phage Ecoli inh: 2.6; PfHsp90 yeast 2: 3; Rtt109 HAT inh: 9; AddAB inh: -2.4; Tat transport: 3; Wnt act: 5; CAL PDZ inh: -3.1; DAGLB inhibitor: -1

Results for CC1(C)C2CCC1(C)C(SC(=N)N)C2 (stereo not given) ?
PvdQ acylase: -18; phage Ecoli inh: 6.9; PfHsp90 yeast 2: 10; Rtt109 HAT inh: 0; Tat transport: -4; Wnt act: 0; CAL PDZ inh: -0.5; DAGLB inhibitor: 2

How did CCC(CO)Nc1ncnc2c1cnn2-c1ccc(Cl)cc1 (stereo not given) do in these assays?
PvdQ acylase: -7; E coli growth: -0.8; phage Ecoli inh: 2.1; PfHsp90 yeast 2: 13; Rtt109 HAT inh: 0; AddAB inh: -1.8; Tat transport: 3; Wnt act: 17; CAL PDZ inh: -2.9; DAGLB inhibitor: 4

Results for Cn1c(=N)n(CC(O)c2ccccc2)c2ccccc21 (stereo not given) ?
PvdQ acylase: -18; E coli growth: 1.9; phage Ecoli inh: 2.7; PfHsp90 yeast 2: -13; Rtt109 HAT inh: -42; AddAB inh: 3.5; Tat transport: 2; CAL PDZ inh: -1.3; DAGLB inhibitor: 1

How did COc1ccc(N(CC(=O)Nc2cccnc2)S(=O)(=O)c2ccc(C)cc2)cc1Cl do in these assays?
PvdQ acylase: 2; E coli growth: 0.3; phage Ecoli inh: -0.1; PfHsp90 yeast 2: -28; Rtt109 HAT inh: 20; AddAB inh: 3.9; Tat transport: 10; Wnt act: 3; CAL PDZ inh: -2.0; DAGLB inhibitor: 1

How did O=P(O)(CCc1ccncc1)CN1CCCCC1 do in these assays?
PvdQ acylase: 7; E coli growth: 1.4; phage Ecoli inh: 1.4; PfHsp90 yeast 2: 12; AddAB inh: -0.2; Tat transport: -10; Wnt act: 7; CAL PDZ inh: -2.2; DAGLB inhibitor: -2

Results for Cc1c(C(=O)Nc2ccccc2)cn2c(nc3ccccc32)c1C#N ?
PvdQ acylase: -3; E coli growth: 5.0; phage Ecoli inh: 1.9; PfHsp90 yeast 2: -3; Rtt109 HAT inh: -2; AddAB inh: 4.9; Tat transport: 1; Wnt act: -1; CAL PDZ inh: -0.9; DAGLB inhibitor: -1

What do the screens show for `Cc1cc(Br)c2c(c1)C1(OCCO1)C(=O)N2`?
PvdQ acylase: -15; E coli growth: -0.6; phage Ecoli inh: 1.6; PfHsp90 yeast 2: 6; Rtt109 HAT inh: 0; AddAB inh: -1.5; Tat transport: 3; Wnt act: 1; CAL PDZ inh: -1.0; DAGLB inhibitor: 0

What do the screens show for `COc1cccc(-n2c(N)c(-c3nc4ccccc4[nH]3)sc2=S)c1`?
PvdQ acylase: 5; E coli growth: -1.8; phage Ecoli inh: 0.0; PfHsp90 yeast 2: 14; Rtt109 HAT inh: 7; AddAB inh: 0.8; Tat transport: -6; Wnt act: 13; CAL PDZ inh: -1.7; DAGLB inhibitor: 1

What do the screens show for `CCSc1nnc(NC(=O)NC(CC)(C(F)(F)F)C(F)(F)F)s1`?
PvdQ acylase: -15; E coli growth: 3.5; phage Ecoli inh: 4.0; PfHsp90 yeast 2: 21; Rtt109 HAT inh: 1; AddAB inh: 5.8; Tat transport: -4; CAL PDZ inh: -1.0; DAGLB inhibitor: -6

Results for CCN1CCN(C(=O)c2ccc3c(Cl)c4c(nc3c2)CCCC4)CC1 ?
PvdQ acylase: -7; E coli growth: -0.1; phage Ecoli inh: 1.6; PfHsp90 yeast 2: -9; Rtt109 HAT inh: -1; AddAB inh: 2.3; Tat transport: 1; Wnt act: 1; CAL PDZ inh: -0.4; DAGLB inhibitor: 2

Results for CCOc1cc(C)nc(N2CCC(C(=O)NC3CC3)CC2)n1 ?
PvdQ acylase: 11; phage Ecoli inh: 0.2; PfHsp90 yeast 2: -19; Rtt109 HAT inh: 8; Tat transport: -8; Wnt act: -9; CAL PDZ inh: -2.0; DAGLB inhibitor: 0

Results for [O-][n+]1onc2c3ccnnc3ccc21 ?
PvdQ acylase: 8; E coli growth: 5.4; phage Ecoli inh: 2.0; PfHsp90 yeast 2: -8; Rtt109 HAT inh: 1; AddAB inh: 7.2; Tat transport: -5; CAL PDZ inh: -0.6; DAGLB inhibitor: 0

Results for Cc1ccc(S(=O)(=O)/N=C2/C=C(C3C(=O)CC(C)(C)CC3=O)C(=O)c3ccccc32)cc1 ?
PvdQ acylase: 7; E coli growth: 1.5; phage Ecoli inh: 2.3; PfHsp90 yeast 2: 0; Rtt109 HAT inh: 7; AddAB inh: 2.6; Tat transport: 1; Wnt act: 63*; CAL PDZ inh: -3.5; DAGLB inhibitor: 3

Results for CCOC(=O)C1(Cc2ccc(OC)cc2)CCN(C(=O)C2=CCCC2)CC1 ?
PvdQ acylase: -19; E coli growth: -0.7; phage Ecoli inh: 6.1; PfHsp90 yeast 2: 10; Rtt109 HAT inh: 0; AddAB inh: 1.4; Tat transport: -1; Wnt act: 1; CAL PDZ inh: -1.4; DAGLB inhibitor: -2

What do the screens show for `O=C(NCC1CCCO1)c1coc2nc3ccccc3nc12` (stereo not given)?
PvdQ acylase: -13; E coli growth: 2.1; phage Ecoli inh: 1.0; PfHsp90 yeast 2: -8; Rtt109 HAT inh: -20; AddAB inh: 3.8; Tat transport: -2; CAL PDZ inh: -0.6; DAGLB inhibitor: 2

How did C#CCN1C(=O)C(O)(CC(=O)c2ccc(OC)c(OC)c2)c2ccccc21 (stereo not given) do in these assays?
PvdQ acylase: -21; E coli growth: -0.4; phage Ecoli inh: 2.6; PfHsp90 yeast 2: 14; Rtt109 HAT inh: 7; AddAB inh: 1.9; Tat transport: 3; Wnt act: 0; CAL PDZ inh: -0.8; DAGLB inhibitor: 1

Results for COc1ccc(-n2nc3c(c2NC(=O)C2CC2)CS(=O)C3)cc1 (stereo not given) ?
PvdQ acylase: -2; E coli growth: -1.4; phage Ecoli inh: 2.7; PfHsp90 yeast 2: 7; Rtt109 HAT inh: 10; AddAB inh: 1.9; Tat transport: 1; Wnt act: 0; CAL PDZ inh: -2.4; DAGLB inhibitor: 0

How did Cc1ccccc1CSCCNC(=O)CN(c1ccc2c(c1)OCO2)S(C)(=O)=O do in these assays?
PvdQ acylase: -4; E coli growth: 0.4; phage Ecoli inh: 3.2; PfHsp90 yeast 2: -30; Rtt109 HAT inh: 12; AddAB inh: 0.8; Tat transport: -1; Wnt act: -1; CAL PDZ inh: -0.1; DAGLB inhibitor: 0

Source: PubChem BioAssay (several laboratories)

Random draw from the library, and some 1.9% of all compounds hit somewhere here.
